Screening results deposited in PubChem BioAssay by several laboratories.
LMPTP inh = blocks human LMPTP phosphatase; inhibition, % at 20 µM; AID 651560; actives 0.22% (n = 360,000); recombinant LMPTP-A, OMFP fluorogenic substrate, fluorescence intensity;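 active means compounds that cut the enzyme signal by at least half of the control window in the single-dose screen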;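 further: plate controls were DMSO wells with enzyme plus substrate for no effect and substrate without enzyme for full effect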
Target sequence (P24666 whole entry, looked up): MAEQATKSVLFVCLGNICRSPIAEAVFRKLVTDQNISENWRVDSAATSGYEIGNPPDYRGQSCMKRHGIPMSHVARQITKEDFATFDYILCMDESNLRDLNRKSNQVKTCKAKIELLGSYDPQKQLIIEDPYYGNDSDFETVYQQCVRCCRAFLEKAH
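material = LMPTP-A | quantity = 0.625 nM enzyme | reagent = OMFP substrate, 400 µM final | buffer or medium = Bis-Tris pH 6.0, DTT, detergent | detection = endpoint fluorescence intensity from OMFP dephosphorylation | dosing = single 20 µM dose | read-out basis = % inhibition relative to no-enzyme and uninhibited control wells | control set = no-enzyme and uninhibited controls | timing = 50 min at room temperature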
eLon inh = inhibitors of E. coli Lon protease; purified E. coli Lon protease, fluorescence polarization; inhibition, % at 7.94 µM; actives 0.42% (n = 360,000); AID 602123; in the data active means inhibition above about 13%, passing the limit was not always enough;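 further: 0% = enzyme with probe and DMSO and 100% = no enzyme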
Target sequence (P0A9M0 whole entry, looked up): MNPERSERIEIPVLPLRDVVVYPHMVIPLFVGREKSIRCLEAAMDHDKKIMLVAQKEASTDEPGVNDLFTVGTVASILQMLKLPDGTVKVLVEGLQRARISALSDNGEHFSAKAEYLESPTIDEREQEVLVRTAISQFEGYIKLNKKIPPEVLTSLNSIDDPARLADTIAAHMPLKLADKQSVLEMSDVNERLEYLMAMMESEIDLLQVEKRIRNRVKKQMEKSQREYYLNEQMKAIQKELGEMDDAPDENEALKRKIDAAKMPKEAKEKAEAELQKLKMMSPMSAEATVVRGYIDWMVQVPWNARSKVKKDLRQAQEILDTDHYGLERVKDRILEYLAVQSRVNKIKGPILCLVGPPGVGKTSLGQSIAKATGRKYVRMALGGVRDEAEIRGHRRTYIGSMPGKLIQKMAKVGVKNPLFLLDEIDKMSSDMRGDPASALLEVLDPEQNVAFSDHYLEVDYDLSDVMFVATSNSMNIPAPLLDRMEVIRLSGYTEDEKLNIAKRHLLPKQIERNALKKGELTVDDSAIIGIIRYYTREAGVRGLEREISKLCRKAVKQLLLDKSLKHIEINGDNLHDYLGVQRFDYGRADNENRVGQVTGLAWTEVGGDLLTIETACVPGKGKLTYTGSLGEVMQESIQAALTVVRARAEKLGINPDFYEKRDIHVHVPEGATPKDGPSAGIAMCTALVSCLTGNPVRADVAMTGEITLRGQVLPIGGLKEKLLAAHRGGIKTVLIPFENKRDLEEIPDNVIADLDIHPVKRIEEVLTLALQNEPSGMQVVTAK
Tb MetRS inh = Trypanosoma brucei MetRS inhibition; AID 624268; actives 0.4% (n = 360,000); purified T. brucei MetRS, ATP depletion, Kinase-Glo luminescence; inhibition, % at 11.9 µM;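 active means inhibition above a per-plate cutoff of the control wells' mean inhibition plus 3 SD, cut at about 5.5% in these data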;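 further: 0% = DMSO wells median and 100% = median of wells with control inhibitor compound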
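Assay system: T. brucei methionyl-tRNA synthetase, purified | Medium: HEPES buffer with MgCl2, KCl, DTT, spermine, BSA, pyrophosphatase | Compound: 11.9 µM single point | Incubation: 15 min enzyme-compound preincubation, 2 h reaction, 10 min detection, 25 °C | Measured by: Kinase-Glo luciferase luminescence reporting remaining unconsumed ATP | Measure: % inhibition normalized to control-well medians | Replication: Singlicate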
MsrA inhibitor = bovine MsrA inhibition; purified bovine MsrA, absorbance read-out; inhibition, % at 15.5 µM; actives 0.75% (n = 360,000); in the data active means inhibition above about 4.5%;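 further: 0% = vehicle wells with enzyme and 100% = reference inhibitor wells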
STEP inh = STEP (human) phosphatase inhibition | recombinant STEP, OMFP fluorogenic substrate, fluorescence | inhibition, % at 20 µM | actives 0.25% (n = 360,000) | AID 588621 | P54829;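 active means inhibition at 20 µM, scaled per plate between control wells, above about 37%, limit read from the data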;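 further: 0% = DMSO with enzyme and substrate and 100% = substrate only without enzyme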
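Test system: STEP tyrosine phosphatase / Reagent: OMFP at 25 µM / Doses: 20 µM, 1% DMSO / Read-out: percent inhibition scaled to no-enzyme and uninhibited-enzyme controls, plate-pattern corrected / Detection: FITC-channel fluorescence of OMFP product / Medium: Bis-Tris buffer pH 6.0, 2.5 mM DTT, 0.005% Tween 20 / Schedule: 20 min at room temperature, dark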
DNMT1 block = inhibitors of human DNMT1; P26358; AID 588458; actives 0.83% (n = 360,000); inhibition (reported as % activation of signal), % at 10 µM; DNMT1 molecular beacon, Hinp1I cleavage, fluorescence; in the data active means inhibition above about 50%
NRP1-CendR mod = alters CendR peptide binding to human NRP-1; actives 0.85% (n = 360,000); inhibition, % at 25 µM; FAM-RPARPAR peptide binding to NRP-1, fluorescence polarization;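 active means inhibition or corrected inhibition above about 18%, plus a signal ratio from 0.5 to 1.5, limit read from the data, passing the limit was not always enough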; further: strong numbers were not always called active
Scp-1 inhibitor = blocks human Scp-1 phosphatase activity; Q9GZU7; Recombinant Scp1, phosphopeptide, malachite green phosphate absorbance; inhibition, % at 20 µM; actives 0.88% (n = 340,000);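 active means inhibition above about 50% at 20 µM, limit read from the data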;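 further: plate controls were DMSO wells with enzyme for no effect and wells lacking enzyme for full effect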
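System: SCP-1 catalytic domain; Reagent: Phospho 17-mer peptide substrate; Doses: one concentration, 20 µM, with 1.0% DMSO; Incubation: 45 min room-temperature reaction, 5 min colour, 30 min stabiliser; Signal: Phosphate-binding colour reagent, absorbance read at 630 nm.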
SUMO1 PPI mod = SUMO1-SIM interaction modulation | P63165 | SUMO1 binding to a labelled peptide, TR-FRET, 1 h | inhibition, % at 20 µM | actives 0.33% (n = 360,000) | AID 602429; in the data active means inhibition above about 37%
Target sequence (P63165 whole entry, looked up): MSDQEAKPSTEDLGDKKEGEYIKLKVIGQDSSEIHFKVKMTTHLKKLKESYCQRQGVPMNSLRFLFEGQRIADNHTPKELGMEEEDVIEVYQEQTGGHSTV
MsrA act = bovine methionine sulfoxide reductase A activation. purified bovine MsrA, absorbance read-out. actives 0.3% (n = 360,000). activation, % at 10.6 µM; in the data active means activation above about 7.5%;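 further: 0% = vehicle and 100% = reference activator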
Active calls of the source: *; nt = no result given.

no.	structure	LMPTP inh	eLon inh	Tb MetRS inh	MsrA inhibitor	STEP inh
1	O=C(CSc1nnc(CN2CCCCCC2=O)n1-c1ccccn1)NCC(F)(F)F	-0.4	-4	0.0	-0.9	2
2	CCN1CCN(CC(=O)Nc2nc3ccc(C)cc3s2)CC1	1.5	3	-0.8	-0.4	0
3	CC(=O)Nc1ccc(N(C(=O)Cc2c[nH]c3ccccc23)C(C(=O)NC2CCCCC2)c2ccco2)cc1 (centres undefined)	0.8	-2	0.2	-0.5	2
4	Cc1cc(-c2nnc3sc(C4CCCCC4)nn23)n[nH]1	-1.2	3	-0.9	0.7	-1
5	O=S1(=O)CCC(N=Cc2cc(Br)ccc2O)C1 (centres undefined)	1.0	5	-0.9	0.4	4
6	COc1ccc(C(CNc2ccc(C(F)(F)F)cn2)N(C)C)cc1OC (centres undefined)	0.3	-2	-1.1	-0.9	-4
7	N#CCCN(C(=O)COC(=O)CNC(=O)c1ccc(-c2ccccc2)cc1)c1ccc(F)cc1	0.9	7	-0.2	-0.7	0
8	CN(C)c1ccc(NC(=O)CCn2c(=S)oc3ccccc32)cc1	1.0	-4	-0.5	0.2	-2
9	C/C(=N\NC(=O)c1c(Cl)c(C)nn1C)c1ccc(NC(=O)C2CCC2)cc1	-1.0	-4	-0.2	0.4	-2
10	CN1CCN(NC(=S)Nc2ccc(Oc3ccccc3)cc2)CC1	-1.6	1	-0.4	0.5	4

no.	DNMT1 block	NRP1-CendR mod	Scp-1 inhibitor	SUMO1 PPI mod	MsrA act
1	1	2	-5	0	-1
2	2	1	-2	3	-2
3	-6	-7	2	1	-2
4	2	1	-9	-2	-6
5	1	14	2	-2	-1
6	2	1	1	4	-3
7	-3	2	-12	4	-4
8	-17	7	-2	-1	-4
9	2	-4	3	-5	0
10	0	-8	-8	2	-2

The closing five entries of the section before are carried over, then new ones follow:
no.	structure	LMPTP inh	eLon inh	Tb MetRS inh	MsrA inhibitor	STEP inh
6	COc1ccc(C(CNc2ccc(C(F)(F)F)cn2)N(C)C)cc1OC (centres undefined)	0.3	-2	-1.1	-0.9	-4
7	N#CCCN(C(=O)COC(=O)CNC(=O)c1ccc(-c2ccccc2)cc1)c1ccc(F)cc1	0.9	7	-0.2	-0.7	0
8	CN(C)c1ccc(NC(=O)CCn2c(=S)oc3ccccc32)cc1	1.0	-4	-0.5	0.2	-2
9	C/C(=N\NC(=O)c1c(Cl)c(C)nn1C)c1ccc(NC(=O)C2CCC2)cc1	-1.0	-4	-0.2	0.4	-2
10	CN1CCN(NC(=S)Nc2ccc(Oc3ccccc3)cc2)CC1	-1.6	1	-0.4	0.5	4
11	N#C/C(=C/C1=C(N2CCOCC2)C(=C/c2ccc(Cl)cc2)/CC1)C(=O)Nc1ccccc1F	14	-59	0.0	-0.5	5
12	CCOC(=O)C1=C(C)c2ccccc2OC1(C(=O)OCC)C(C)C (centres undefined)	-0.9	-17	-2.7	0.0	-4
13	CC(=O)O[C@H]1CC[C@H]2[C@@H]3CCc4cc(O)ccc4[C@H]3CC[C@]12C	2.0	-1	0.0	nt	-2
14	O=C(/C=C/c1ccco1)NCC(=O)N/N=C/c1ccc(Cl)cc1	-1.4	-12	-0.6	0.7	0
15	COCCSc1ccccc1C(=O)Nc1cc(C)on1	0.3	3	-0.2	0.0	0
16	CNC(=S)NNC(=O)c1sc(-c2cc(C)on2)nc1C	-1.4	2	-0.4	1.1	0
17	CCCn1nc(NC(=O)c2ccccn2)c2cc3cc(C)ccc3nc21	0.8	8	-0.6	0.2	-2
18	CCOC(=O)c1nn(-c2ccccc2F)c2nc(Nc3ccccc3)cc(=O)n12	-0.4	-11	1.0	0.4	-2
19	O=C(COc1cccc(F)c1)NNC(=O)Cc1ccc(Br)cc1	-0.2	-14	-0.3	0.0	2
20	O=C(CCCCCNC(=O)N1CCn2c1nc1ccccc12)NCCc1ccccc1	0.6	-9	-0.8	0.8	-1

no.	DNMT1 block	NRP1-CendR mod	Scp-1 inhibitor	SUMO1 PPI mod	MsrA act
6	2	1	1	4	-3
7	-3	2	-12	4	-4
8	-17	7	-2	-1	-4
9	2	-4	3	-5	0
10	0	-8	-8	2	-2
11	38	-53	-10	-37	-1
12	13	-8	1	1	-9
13	8	-20	-23	6	-1
14	1	-4	1	-14	-11
15	-1	-6	5	-3	-2
16	-1	15	-4	-11	-4
17	-2	-11	-2	-1	3
18	-13	-16	-6	7	1
19	0	5	2	7	0
20	-8	10	-4	-3	-2

Additional entries:
no.	structure	LMPTP inh	eLon inh	Tb MetRS inh	MsrA inhibitor	STEP inh
21	COc1ccc(-c2noc(N3CCC(C(=O)Nc4ccc(OC)cc4OC)CC3)n2)cc1	0.1	-10	0.1	0.8	4
22	CCc1ccccc1NC(=S)/N=C(\N)Nc1nc(C)c2cc(C)ccc2n1	0.9	2	-0.8	-0.9	8
23	CCOC(=O)c1c(C)[nH]c(NC(=O)Nc2c(C)n(C)n(-c3ccccc3)c2=O)c1C	1.1	-7	-0.3	0.0	0
24	COc1ccc2c(Cl)c(C(=O)NCCc3ccc(S(N)(=O)=O)cc3)sc2c1	-2.0	-5	1.2	-0.9	-4
25	CC(C)(C)OC(=O)C[C@@H]1C/C=C\C[C@H](CC(=O)NCCO)C(=O)N[C@@H](Cc2ccccc2)COC1=O	-1.4	-11	0.2	-0.8	-2
26	CCOc1ccccc1NC(=O)C1CCCN(C(=O)Nc2ccccc2)C1 (centres undefined)	-1.1	-5	-0.6	0.6	-3
27	N#C/C(=C\c1ccncc1)c1nc2ccccc2[nH]1	-0.5	-14	0.0	3.8	1
28	COc1ccc(C(=O)COc2ccccc2C#N)cc1	-1.5	-10	0.3	-0.6	1
29	Cc1ccc(-c2nc(SC(C)C(=O)NC3CC3)n[nH]2)cc1 (centres undefined)	-2.9	-4	0.0	0.5	-1
30	O=C(Nc1ccc(N2CCCCC2)cc1)C1CCCN1S(=O)(=O)c1ccc(F)cc1 (centres undefined)	-4.7	-2	-0.4	-0.5	3

no.	DNMT1 block	NRP1-CendR mod	Scp-1 inhibitor	SUMO1 PPI mod	MsrA act
21	-6	2	-12	1	-1
22	-7	-3	12	1	-9
23	-8	4	1	-8	-3
24	-1	10	-12	-1	-2
25	3	5	1	0	-3
26	-2	-5	-1	-4	-3
27	-3	-32	-8	-13	-3
28	-3	8	0	-3	0
29	2	-3	nt	4	-6
30	-4	6	-10	-3	-3

(more compounds)
no.	structure	LMPTP inh	eLon inh	Tb MetRS inh	MsrA inhibitor	STEP inh
31	COc1ccc(NC(=O)c2cc(-c3ccccn3)nc3ccccc23)c(OC)c1	-0.5	-3	-0.3	0.3	-2
32	COCCN1C(=S)NC(c2cccc(C(F)(F)F)c2)C(C(=O)N2CCOCC2)=C1C (centres undefined)	0.0	4	0.0	-0.4	0
33	Cc1ccc(N2CC(C(=O)OCC(=O)C(C)(C)C)CC2=O)cc1 (centres undefined)	-1.7	-5	-0.2	1.0	1
34	Cc1cccc(NC(=O)C2CCCN2C(=O)NC2CCCCC2)c1 (centres undefined)	-0.7	-1	-0.1	-1.1	-3
35	Cc1sc2ncnc(N[C@@H](CCC(=O)O)C(=O)O)c2c1C	-3.0	-8	0.9	-1.0	-1
36	CCOc1ccc(CNC(=O)C2CCCN(c3nnc(C)c4c(C)n(-c5ccccc5)nc34)C2)cc1 (centres undefined)	4.8	-4	0.6	0.3	-2
37	CCOC(=O)N1CCN(C2CCCN(C(=O)c3ccccc3C(F)(F)F)C2)CC1 (centres undefined)	-0.7	-18	0.1	-0.6	2
38	Cc1nnc(NC(=O)CSc2nnc(Cc3cccn3C)n2-c2ccccc2)s1	-0.9	-1	0.0	-0.7	1
39	Cc1ccc(NC(=O)CSc2nnc(-c3ccco3)o2)c(C)c1	-1.6	3	-0.2	-1.9	1
40	CCOC(=O)c1c(NC(=O)c2cc(-c3cccc(O)c3)on2)sc(C(C)=O)c1C	9.6	0	0.6	0.9	3

no.	DNMT1 block	NRP1-CendR mod	Scp-1 inhibitor	SUMO1 PPI mod	MsrA act
31	-5	11	-10	-18	0
32	2	-5	-8	-2	1
33	2	-4	-12	-1	1
34	3	4	-13	0	-3
35	1	8	1	4	1
36	-4	-13	6	0	1
37	-3	-6	1	-2	-2
38	-1	-12	-6	1	1
39	4	-7	-5	1	4
40	-9	2	-5	11	-3

The results go on.
no.	structure	LMPTP inh	eLon inh	Tb MetRS inh	MsrA inhibitor	STEP inh
41	Cc1ccc(C(=O)Nc2cccnc2)cc1S(=O)(=O)N1CCOCC1	-0.1	9	-0.3	1.4	0
42	Cc1cc(NC2CCCC2)n2ncc(-c3ccccc3)c2n1	-0.2	-1	-1.1	-0.2	-1
43	COc1ccc(N2CCN(C(=O)Cc3ncc(C(F)(F)F)cc3Cl)CC2)cc1	-1.8	-4	0.2	-0.5	0
44	CC(OC(=O)CCN=C1NS(=O)(=O)c2ccccc21)C(=O)Nc1ccc(F)cc1 (centres undefined)	0.7	-10	-0.4	-0.1	-2
45	Cc1ccc(NC(=O)CNc2cccc(C)c2C)c(C)c1	-0.1	1	0.1	0.6	1
46	COc1cc(OC)cc(C(=O)N/N=C/c2ccc(OC)c(COc3ccc(F)cc3)c2)c1	4.9	5	0.3	1.7	4
47	Cc1ccc(NC(=O)CCC(=O)NNC(=S)Nc2ccc(F)cc2)c(C)c1	-0.9	-2	-0.3	0.0	1
48	CCCc1nc2c(=O)[nH]c3ccccc3c2o1	-0.2	-10	-1.4	1.0	0

no.	DNMT1 block	NRP1-CendR mod	Scp-1 inhibitor	SUMO1 PPI mod	MsrA act
41	5	2	-4	1	-8
42	1	17	-5	4	-4
43	-2	-12	-7	-1	-3
44	-2	-1	-7	-1	-7
45	-5	0	3	1	-3
46	-7	2	-9	3	-2
47	1	-3	-12	0	-2
48	3	4	2	2	-10

2 entries drawn at random from the list so far:
no.	structure	LMPTP inh	eLon inh	Tb MetRS inh	MsrA inhibitor	STEP inh
44	CC(OC(=O)CCN=C1NS(=O)(=O)c2ccccc21)C(=O)Nc1ccc(F)cc1 (centres undefined)	0.7	-10	-0.4	-0.1	-2
41	Cc1ccc(C(=O)Nc2cccnc2)cc1S(=O)(=O)N1CCOCC1	-0.1	9	-0.3	1.4	0

no.	DNMT1 block	NRP1-CendR mod	Scp-1 inhibitor	SUMO1 PPI mod	MsrA act
44	-2	-1	-7	-1	-7
41	5	2	-4	1	-8
